HT1080NT lethal – kills 2HG-producing HT-1080-NT fibrosarcoma cells | HT-1080-NT fibrosarcoma viability, CellTiter-Glo ATP luminescence, 48 h | Potency, µM (series often up to 46.1 µM), for the others: top-dose activity, negative = less viability, actives largely listed as cytotoxic | actives 1.6% (n = 360,000) | AID 686970;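 also: NT is the 2HG producing partner of a matched IDH1 knockdown line; potency is read from the fitted curve at half-maximal effect; 0% = DMSO-treated cells and -100% = media-only wells without cells; nearly all actives have a fitted effect of over 55% in size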
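Luminescent CellTiter-Glo readout after 48 hours of compound exposure at 37 degrees C defined viability of HT-1080-NT cells. Activity was normalized to DMSO wells and cell-free media wells; concentration-response curves were fitted and assigned curve classes.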
ATXN viability – reduces viability in counter-screen for ATXN expression inhibitors; AID 651635; Potency, µM (top dose mostly 56.7 µM), most hits filed as cytotoxic; S2 cells (HEK-293 line with an ATXN2-luciferase reporter) viability, CellTiter-Fluor protease fluorescence, 24 h; actives 0.49% (n = 400,000); also: potency is read from the fitted curve at half-maximal effect; nearly all actives have a fitted effect of over 40% in size
SW480 rerep – inducers of DNA re-replication in SW480 colon cancer cells; actives 1.8% (n = 340,000); AID 624297; Potency, µM (titrated, usually from 46.1 µM), for inactives: top-dose re-replication activation, most hits filed as activators; SW480 DNA re-replication, Hoechst DNA content imaging, 48 h; also: potency is read from the fitted curve at half-maximal effect; % of control where 0% means no effect; nearly all actives have a fitted effect of over 55% in size
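DNA re-replication was detected as more nuclei of elevated Hoechst intensity after 48 hr exposure to compound (23 nL pinned per well of 250 cells).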
MCF10A rereplic – DNA re-replication induction in MCF 10a cells; MCF 10A DNA re-replication, Hoechst nuclear intensity, 48 h; Potency, µM (series often up to 46.1 µM), for inactives: top-dose activity, positive = re-replication, usual class: activators; actives 2.9% (n = 350,000); also: potency is read from the fitted curve at half-maximal effect; % of control where 0% means no effect; nearly all actives have a fitted effect of over 50% in size
KB-V1 cytotox – KB-V1 MDR subline cytotoxicity. Potency, µM (titrated, usually from 46.1 µM), for inactives: at the highest dose activity change, negative = cytotoxicity, hits mostly cytotoxic. AID 1347076. KB-V1 MDR cells viability, CellTiter-Glo, 72 h. actives 3.4% (n = 400,000); also: potency is read from the fitted curve at half-maximal effect; % is scaled to controls: 0 for no effect and ±100 for the full control effect; nearly all actives have a fitted effect of over 60% in size
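Readout: CellTiter-Glo luminescence, 10 min after addition. Cells: KB-V1 MDR subline, 72 h at 37 degrees C with compound. Analysis: corrected, normalized data fitted to concentration-effect curves.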
HT1080 IDH1KD tx – HT-1080 IDH1 knockdown cell toxicity (counter line) | HT-1080 IDH1 knockdown viability, ATP luminescence, 48 h | Potency, µM (series often up to 46.1 µM), without a hit: at the top dose activity, negative = toxicity, hits mostly cytotoxic | actives 2% (n = 360,000) | AID 686971;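 also: potency is read from the fitted curve at half-maximal effect; 0% = DMSO wells and -100% = cell-free medium wells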
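IDH1KD HT-1080 cells, 750/well, RPMI + 5% FBS; compound pinned after 2 h settling; 48 h, 37 °C; CellTiter-Glo luminescence; % activity normalised to DMSO and no-cell wells; curves fitted, classed by r2 and efficacy.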
IL1B secr inh – inflammasome signaling inhibition, IL-1 beta readout; THP-1 LPS/ATP IL-1B secretion, AlphaLISA, 16 h; active compounds read low; activity change, % at 57.5 µM; actives 4.7% (n = 360,000); in the data active = activity change below about -50%; inconclusive = mostly about -30% to -49%; also: % is scaled to controls: 0 for no effect and ±100 for the full control effect
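THP-1 cells pretreated 1 hr with compounds (up to 57.5 uM final), then stimulated with LPS (250 ng/mL final) plus ATP (1.25 mM final); secreted IL-1B measured by AlphaLISA after 16 hr, decreased signal indicating inhibition.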
KB-3-1 tox – kills parental KB-3-1 adenocarcinoma cells. actives 1.4% (n = 400,000). Potency, µM (highest dose often 46.1 µM), for the others: at the highest dose activity change, negative = cytotoxic, usual class: cytotoxic. AID 1347075. KB-3-1 viability, CellTiter-Glo ATP luminescence, 72 h; also: potency is read from the fitted curve at half-maximal effect; % is scaled to controls: 0 for no effect and ±100 for the full control effect; nearly all actives have a fitted effect of over 60% in size
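Parental KB-3-1 viability, qHTS format: 72 h compound exposure, 37 °C; CellTiter-Glo; media-only wells and DMSO plates as controls; concentration-effect fits on corrected data.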
ATXN2 expr inh – ATXN2 expression inhibition; HEK-293 ATXN2-luciferase reporter, luminescence, 24 h; Potency, µM (highest dose often 57 µM), without a hit: at the top dose activity change, negative = inhibition, actives largely listed as inhibitors; actives 0.72% (n = 360,000); also: potency is read from the fitted curve at half-maximal effect; % is scaled to controls: 0 for no effect and ±100 for the full control effect; nearly all actives have a fitted effect of over 55% in size
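qHTS (up to 57 uM final) was run with 24 h compound exposure of reporter cells at 37 °C. Each well was multiplexed: SteadyGlo luminescence measured ATXN2-luciferase expression after a fluorogenic Gly-Phe-AFC viability readout (25 uM final).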
The depositor's hits bear a star; [ ] = another dose, or the depositor's remark. Unless noted, calls follow the shape of the dose curve; as a rule, active = well fitted curve in the direction sought with a large enough effect; inconclusive = small, poorly fitted or top-dose-only effect, or another doubt; inactive = no such curve, though single readings can be large; an effect the other way counts as inactive or inconclusive. Not a hit list; any-hit rate near 11%.

How did CC(C(=O)N1CCN(C(=O)c2ccco2)CC1)N1C(=O)NC2(CCCCC2C)C1=O (centres undefined) do in these assays?
HT1080NT lethal: 8%; ATXN viability: inactive; SW480 rerep: -30%[inhibitor]; MCF10A rereplic: -3%; KB-V1 cytotox: 8%; HT1080 IDH1KD tx: -1%; IL1B secr inh: 14; KB-3-1 tox: 1%; ATXN2 expr inh: 0%

Results for COc1cccc(-n2c(SCC(=O)Nc3cccc(Cl)c3)nc3c(oc4ccccc43)c2=O)c1 ?
ATXN viability: inconclusive; KB-V1 cytotox: 17%; KB-3-1 tox: 6%; ATXN2 expr inh: 11%

Results for CCN(C[C@H]1N[C@@](CC)(C(=O)OC)[C@H]2C(=O)N(C)C(=O)[C@@H]12)C(=O)Nc1ccc(OC)cc1 ?
HT1080NT lethal: 1%; ATXN viability: inactive; SW480 rerep: 0%; MCF10A rereplic: -10%; KB-V1 cytotox: 0%; HT1080 IDH1KD tx: -11%; IL1B secr inh: -8; KB-3-1 tox: 0%; ATXN2 expr inh: 7%

How did Cc1c(C(=O)N2CCN(Cc3cccs3)CC2)oc2ccccc12 do in these assays?
HT1080NT lethal: -3%[9.24 µM]; ATXN viability: inactive; SW480 rerep: -7%; MCF10A rereplic: -6%; KB-V1 cytotox: -3%; HT1080 IDH1KD tx: 3%; IL1B secr inh: -27; KB-3-1 tox: -1%; ATXN2 expr inh: 8%

How did Cc1nc(SCC(=O)c2cccs2)c2oc3ccccc3c2n1 do in these assays?
HT1080NT lethal: 5%; ATXN viability: inactive; SW480 rerep: 10%; MCF10A rereplic: inconclusive; KB-V1 cytotox: inconclusive; HT1080 IDH1KD tx: 4%; IL1B secr inh: -3; KB-3-1 tox: -5%; ATXN2 expr inh: 40%[activator]

How did CCCCCCCNC(=O)c1cc(-c2ccncc2)nc2ccccc12 do in these assays?
HT1080NT lethal: inconclusive; ATXN viability: inactive; SW480 rerep: 2%; MCF10A rereplic: inconclusive; KB-V1 cytotox: -5%; HT1080 IDH1KD tx: 4%; IL1B secr inh: 55; KB-3-1 tox: -1%; ATXN2 expr inh: -20%

Results for COc1cccc(-c2ccnc3c(-c4ccccc4)c(C)nn23)c1 ?
ATXN viability: inconclusive; KB-V1 cytotox: 9%; KB-3-1 tox: 0%; ATXN2 expr inh: 8%

What do the screens show for `O=C(NC1CCN(Cc2ccccc2)CC1)c1ccc2c(c1)[nH]c(=O)n2Cc1ccc(F)cc1`?
HT1080NT lethal: 15µM*; ATXN viability: inactive; SW480 rerep: inconclusive; MCF10A rereplic: 29%; KB-V1 cytotox: 4%; HT1080 IDH1KD tx: -13%; IL1B secr inh: -77*; KB-3-1 tox: inconclusive; ATXN2 expr inh: -27%

What do the screens show for `Cc1ccc(CN2CCSc3ccc(C(=O)Nc4cc(C)cc(C)c4)cc32)cc1`?
ATXN viability: inactive; KB-V1 cytotox: 23%; KB-3-1 tox: 14%; ATXN2 expr inh: 18%

What do the screens show for `Cc1ccc(S(=O)(=O)N2CCc3c2cc([N+](=O)[O-])cc3[N+](=O)[O-])cc1`?
HT1080NT lethal: -2%; ATXN viability: inactive; SW480 rerep: 3%; MCF10A rereplic: inconclusive; KB-V1 cytotox: 0%; HT1080 IDH1KD tx: -9%; IL1B secr inh: inconclusive; KB-3-1 tox: -26%; ATXN2 expr inh: -30%

Results for CC(C)(C)c1csc(NC(=O)CSc2nc3ccccc3c(=O)[nH]2)n1 ?
HT1080NT lethal: -15%; ATXN viability: inactive; SW480 rerep: -8%; MCF10A rereplic: inconclusive; KB-V1 cytotox: -25%; HT1080 IDH1KD tx: -26%; IL1B secr inh: 17; KB-3-1 tox: inconclusive; ATXN2 expr inh: -1%

What do the screens show for `CC(C)c1cc[n+](-c2nc([O-])sc2C=O)cc1`?
HT1080NT lethal: 1%; ATXN viability: inactive; SW480 rerep: -1%; MCF10A rereplic: 6%; KB-V1 cytotox: 21%; HT1080 IDH1KD tx: 1%; IL1B secr inh: 10; KB-3-1 tox: 25%; ATXN2 expr inh: 4%

What do the screens show for `CC(OC(=O)Cc1ccccc1[N+](=O)[O-])C(=O)NC(=O)NC1CCCCC1` (centres undefined)?
HT1080NT lethal: 0%; ATXN viability: inactive; SW480 rerep: 2%; MCF10A rereplic: 18%; KB-V1 cytotox: -18%; HT1080 IDH1KD tx: 15%; IL1B secr inh: 6; KB-3-1 tox: 0%; ATXN2 expr inh: 0%

Results for CCOc1ccc(CNC(=O)CS(=O)(=O)c2cccc3nsnc23)cc1 ?
ATXN viability: inactive; KB-V1 cytotox: inconclusive; KB-3-1 tox: -1%; ATXN2 expr inh: 3%

How did CCOC(=O)c1sc(NC(=O)CN2CCN(c3ccc(OC)cc3)CC2)nc1C do in these assays?
HT1080NT lethal: -4%; ATXN viability: inactive; SW480 rerep: 2%; MCF10A rereplic: -1%; KB-V1 cytotox: inconclusive; HT1080 IDH1KD tx: 5%; IL1B secr inh: -10; KB-3-1 tox: 5%; ATXN2 expr inh: -9%

What do the screens show for `CCC(C)[C@H](NC(=O)N1c2ccccc2NC(=O)[C@@H]1C(C)C)C(=O)N[C@@H](Cc1ccccc1)C(=O)O` (some centres undefined)?
HT1080NT lethal: 5%; ATXN viability: inactive; SW480 rerep: -4%; MCF10A rereplic: 2%; KB-V1 cytotox: -4%; HT1080 IDH1KD tx: inconclusive; IL1B secr inh: 13; KB-3-1 tox: 0%; ATXN2 expr inh: 6%

What do the screens show for `O=C(NCc1ccc(Cl)cc1)c1ccc(-n2cccn2)nc1`?
HT1080NT lethal: 21%; ATXN viability: inactive; SW480 rerep: -29%; MCF10A rereplic: 10%; KB-V1 cytotox: -1%; HT1080 IDH1KD tx: 25%; IL1B secr inh: 21; KB-3-1 tox: 0%; ATXN2 expr inh: -15%[11.3 µM]

What do the screens show for `CCCCN(CCCC)CP(=O)(c1ccccc1)c1ccccc1`?
HT1080NT lethal: inconclusive; ATXN viability: inactive; SW480 rerep: 8%; MCF10A rereplic: inconclusive; KB-V1 cytotox: -20%; HT1080 IDH1KD tx: inconclusive; IL1B secr inh: -8; KB-3-1 tox: 0%; ATXN2 expr inh: -21%

What do the screens show for `COc1ccccc1C(=O)NN1C(=O)C2C3C=CC(O3)C2C1=O` (centres undefined)?
HT1080NT lethal: 3%; ATXN viability: inactive; SW480 rerep: 3%; MCF10A rereplic: -5%; KB-V1 cytotox: 21%; HT1080 IDH1KD tx: 9%; IL1B secr inh: 38; KB-3-1 tox: 4%; ATXN2 expr inh: 4%

Results for CN1OC[C@@H]2CN(S(=O)(=O)c3ccccc3)[C@H](c3ccc(-n4ccnc4)cc3)C[C@@H]21 ?
HT1080NT lethal: 7%; ATXN viability: inactive; KB-V1 cytotox: -1%; HT1080 IDH1KD tx: 1%; IL1B secr inh: -21; KB-3-1 tox: 0%; ATXN2 expr inh: 1%

How did CCOC(=O)N1CCN(c2nc(C)cc(C(F)(F)F)n2)CC1 do in these assays?
HT1080NT lethal: 0%; ATXN viability: inactive; SW480 rerep: -8%; MCF10A rereplic: 10%; KB-V1 cytotox: -3%; HT1080 IDH1KD tx: 1%; IL1B secr inh: 18; KB-3-1 tox: -1%; ATXN2 expr inh: -13%

Results for COc1ccc(C(=O)N/C(=C\c2ccco2)C(=O)NCCCn2ccnc2)cc1 ?
HT1080NT lethal: -1%; ATXN viability: inactive; SW480 rerep: -3%; MCF10A rereplic: 6%; KB-V1 cytotox: -2%; HT1080 IDH1KD tx: 6%; IL1B secr inh: -1; KB-3-1 tox: -1%; ATXN2 expr inh: 9%

How did O=C(C1CCC1)N1CCCc2cc(S(=O)(=O)Nc3ccc(F)cc3)ccc21 do in these assays?
ATXN viability: inactive; KB-V1 cytotox: inconclusive; KB-3-1 tox: -14%; ATXN2 expr inh: -16%

How did CC(C)NC(=O)CSc1nnc(-c2ccc(C(C)(C)C)cc2)n1C do in these assays?
HT1080NT lethal: -10%; ATXN viability: inactive; SW480 rerep: -21%; MCF10A rereplic: inconclusive; KB-V1 cytotox: 26µM*; HT1080 IDH1KD tx: -22%; IL1B secr inh: 2; KB-3-1 tox: -20%; ATXN2 expr inh: 11%

What do the screens show for `CCC1(c2ccccc2)NC(=O)N(CC(=O)NC2CCCC2)C1=O` (centres undefined)?
HT1080NT lethal: 9%; ATXN viability: inactive; SW480 rerep: -4%; MCF10A rereplic: -3%; KB-V1 cytotox: 1%; HT1080 IDH1KD tx: 6%; IL1B secr inh: 3; KB-3-1 tox: 9%; ATXN2 expr inh: 2%

How did Cc1ccc(CS(=O)(=O)c2ncc(Cl)c(C(=O)Nc3nnc(C(C)C)s3)n2)cc1 do in these assays?
HT1080NT lethal: 21µM*; ATXN viability: inconclusive; SW480 rerep: 6%; MCF10A rereplic: inconclusive; KB-V1 cytotox: inconclusive; HT1080 IDH1KD tx: 9.2µM*; IL1B secr inh: -101*; KB-3-1 tox: inconclusive; ATXN2 expr inh: inconclusive

How did CCOC(=O)[C@]12CCCC=C1N(Cc1ccc3c(c1)OCO3)C(=O)[C@H](CC(=O)NCc1cccc3ccccc13)C2 do in these assays?
HT1080NT lethal: inconclusive; ATXN viability: inconclusive; KB-V1 cytotox: inconclusive; HT1080 IDH1KD tx: -28%; IL1B secr inh: -25; KB-3-1 tox: -15%; ATXN2 expr inh: -21%

Nothing new here: 2 of the compounds above.
How did CCOC(=O)N1CCN(c2nc(C)cc(C(F)(F)F)n2)CC1 do in these assays?
HT1080NT lethal: 0%; ATXN viability: inactive; SW480 rerep: -8%; MCF10A rereplic: 10%; KB-V1 cytotox: -3%; HT1080 IDH1KD tx: 1%; IL1B secr inh: 18; KB-3-1 tox: -1%; ATXN2 expr inh: -13%

Results for COc1ccc(C(=O)N/C(=C\c2ccco2)C(=O)NCCCn2ccnc2)cc1 ?
HT1080NT lethal: -1%; ATXN viability: inactive; SW480 rerep: -3%; MCF10A rereplic: 6%; KB-V1 cytotox: -2%; HT1080 IDH1KD tx: 6%; IL1B secr inh: -1; KB-3-1 tox: -1%; ATXN2 expr inh: 9%

Screening data (PubChem)
